# Screening results from PubChem.
# EPAC1 ag: qHTS for Agonist of cAMP-regulated guanine nucleotide exchange factor 3 (EPAC1): primary screen; EPAC1 agonist qHTS, biochemical assay; response scale: 100% = response to 6.5 mM cAMP; hit rate 0.073% among 360,000; Rap guanine nucleotide exchange factor 3 (Homo sapiens), O95398; Potency, µM (highest dose often 154 µM), for inactives: at the highest dose activation, most hits filed as activators; AID 720707, 2013; note: potency is the fitted concentration of half-maximal effect; nearly all actives have a fitted effect of over 60% in size
#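 EPAC1 100 nM, Rap1B–BODIPY-GDP 250 nM, unlabeled GDP 50 uM; compound titration; 5 min RT; kinetic read ex480/em540 at 5-min intervals ×30 min; data normalized to 6.5 mM cAMP agonist control.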
# EPAC1 antag: qHTS for Antagonist of cAMP-regulated guanine nucleotide exchange factor 3 (EPAC1): primary screen; hit rate 0.14% among 360,000; AID 720709, 2013; Potency, µM (top dose mostly 115 µM), without a hit: top-dose activity change, negative = inhibition, actives largely listed as inhibitors; EPAC1 GEF assay, Rap1b-BODIPY-GDP exchange fluorescence; Rap guanine nucleotide exchange factor 3 (Homo sapiens), O95398;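 note: potency is the fitted concentration of half-maximal effect; plate controls were vehicle for no effect and positive control for full effect; nearly all actives have a fitted effect of over 50% in size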
# CCT chaperon mod: High-Throughput Screening for Modulators of Cytosolic Chaperonin Activity; hit rate 0.3% among 360,000; AID 651819, 2012; purified chaperonin ATPase assay, HTRF ADP detection, 30 min; activity change, % (no concentration beside the values), hits read low; in the data active = activity change below about -30%; note: % is set by controls: 0 for no effect and ±100 for the full control effect
#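 Nucleotide hydrolysis assay: TRiC at 20–40 nM final (set by batch activity) with 10 uM ATP, 30 min at 37 °C, in presence of 76 uM compound. Detection by competitive ADP HTRF, 30 min ambient.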
# WRN helicase inh: qHTS for Inhibitors of WRN Helicase; Bifunctional 3'-5' exonuclease/ATP-dependent helicase WRN (Homo sapiens), Q14191; WRN helicase unwinding, fluorescent forked duplex, kinetic; Potency, µM (doses to about 114 µM), without a hit: at the highest dose activity change, negative = inhibition, usual class: inhibitors; hit rate 0.46% among 360,000; note: potency is the fitted concentration of half-maximal effect; % is set by controls: 0 for no effect and ±100 for the full control effect; nearly all actives have a fitted effect of over 55% in size
#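 Kinetic red-fluorescence monitoring (525/598 nm) tracks WRN helicase activity after 100 nM fluorophore-quencher forked duplex and 2 mM ATP are added to 20 nM enzyme pretreated 15 min at room temperature with compound.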
# EPAC2 antagonist: qHTS for Antagonist of cAMP-regulated guanine nucleotide exchange factor 2 (EPAC2): primary screen. EPAC2 GEF exchange of Rap1B-BODIPY-GDP, fluorescence. hit rate 0.18% among 360,000. Potency, µM (highest dose often 114 µM), inactives show top-dose activity, negative = inhibition, most hits filed as inhibitors. AID 720708, 2013; note: potency is the fitted concentration of half-maximal effect; % is set by controls: 0 for no effect and ±100 for the full control effect; nearly all actives have a fitted effect of over 45% in size; many of its hits are not listed in these tables
# MmCpn inh: Inhibitors of TCP-1 ring complex (TRiC) of Methanococcus maripaludis (MmCpn): qHTS; hit rate 0.031% among 330,000; AID 504842, 2011; purified Mm-Cpn ATPase, ADP Transcreener TR-FRET; Chaperonin Mm-Cpn (Methanococcus maripaludis); Potency, µM (highest dose often 76.9 µM), without a hit: top-dose activity, negative = inhibition, usual class: inhibitors; note: potency is the fitted concentration of half-maximal effect; % is set by controls: 0 for no effect and ±100 for the full control effect; nearly all actives have a fitted effect of over 80% in size
#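 Purified archaeal Mm-CPN (25nM final) preincubated 10 min at 37degC with compound, then 10uM ATP for 30 min at 37degC; ADP measured by HTRF Transcreener TR-FRET; buffer 30 mM TRIS pH 7.4, 100mM KCl, 5mM MgCl2, 1mM DTT.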
# PI5P4K alpha inh: qHTS for Inhibitors of phosphatidylinositol 5-phosphate 4-kinase (PI5P4K) | hit rate 1.2% among 330,000 | max response, % | PI5P4Kalpha enzyme, ADP-Glo luminescence, 60 min; active compounds read low | AID 652105, 2013; active = max response of -50% or lower; inconclusive = between -30% and -50%; inactive = -30% or higher; note: value at the top dose of about 77 µM; % is set by controls: 0 for no effect and ±100 for the full control effect
# Target sequence (P48426 whole entry, looked up): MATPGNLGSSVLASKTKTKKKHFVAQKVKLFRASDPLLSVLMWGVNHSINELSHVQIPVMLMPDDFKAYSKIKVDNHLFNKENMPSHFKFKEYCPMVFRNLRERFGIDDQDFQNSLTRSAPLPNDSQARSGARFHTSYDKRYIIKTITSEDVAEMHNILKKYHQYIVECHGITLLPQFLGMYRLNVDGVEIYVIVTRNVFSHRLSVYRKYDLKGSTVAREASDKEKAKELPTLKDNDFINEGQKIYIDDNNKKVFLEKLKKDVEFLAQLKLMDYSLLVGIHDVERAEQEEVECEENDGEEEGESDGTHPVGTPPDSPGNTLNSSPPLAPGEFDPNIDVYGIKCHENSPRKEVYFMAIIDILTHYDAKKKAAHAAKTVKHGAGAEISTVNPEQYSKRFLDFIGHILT
#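 PI5P4Kalpha ADP-Glo assay; 5 microM ATP final; 60 min RT reaction; HEPES pH 7.4/EGTA/CHAPS, 5% DMSO; controls lacking substrate or enzyme; luminescent end-point.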
# PLK1 PBD inh: qHTS for Inhibitors of PLK1-PDB (polo-like kinase 1 - polo-box domain): Primary Screen. Serine/threonine-protein kinase PLK1 (Homo sapiens), P53350. AID 720504, 2013. Plk1 PBD binding of FITC phosphopeptide, fluorescence polarization. hit rate 2.8% among 360,000. Potency, µM, for the others: max response, negative = inhibition, actives largely listed as inhibitors; note: potency is the fitted concentration of half-maximal effect; series mostly up to about 57 µM; % is set by controls: 0 for no effect and ±100 for the full control effect; nearly all actives have a fitted effect of over 65% in size
# Target sequence (P53350 whole entry, looked up, the tested form may be a part): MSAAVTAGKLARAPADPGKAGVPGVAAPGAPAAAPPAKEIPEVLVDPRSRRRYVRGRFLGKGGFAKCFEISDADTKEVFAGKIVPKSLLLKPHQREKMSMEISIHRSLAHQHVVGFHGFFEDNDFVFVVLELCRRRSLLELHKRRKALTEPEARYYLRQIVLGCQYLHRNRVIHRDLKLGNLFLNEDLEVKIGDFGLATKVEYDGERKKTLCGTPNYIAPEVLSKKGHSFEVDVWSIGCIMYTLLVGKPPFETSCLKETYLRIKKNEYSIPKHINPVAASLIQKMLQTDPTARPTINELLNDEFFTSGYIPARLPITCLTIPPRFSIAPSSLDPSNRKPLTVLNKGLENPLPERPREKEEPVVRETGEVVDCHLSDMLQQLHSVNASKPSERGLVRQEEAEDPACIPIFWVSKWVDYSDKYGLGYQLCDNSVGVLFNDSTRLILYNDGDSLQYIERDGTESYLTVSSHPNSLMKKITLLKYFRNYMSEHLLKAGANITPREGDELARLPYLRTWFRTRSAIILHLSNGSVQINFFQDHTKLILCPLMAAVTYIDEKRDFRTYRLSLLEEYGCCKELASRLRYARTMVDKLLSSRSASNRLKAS
# * hit, by the source's call; u = inconclusive; x = no result given; [ ] = remark or other dose. Unless noted, calls come from the whole dose curve; as a rule, active = well fitted curve in the direction sought with a large enough effect; inconclusive = small, poorly fitted or top-dose-only effect, or another doubt; inactive = no such curve, though single readings can be large; an effect the other way counts as inactive or inconclusive. Not all compounds are listed; rates above refer to the full screens.
SMILES,EPAC1 ag,EPAC1 antag,CCT chaperon mod,WRN helicase inh,EPAC2 antagonist,MmCpn inh,PI5P4K alpha inh,PLK1 PBD inh
C/C(CC(=O)Nc1ccc(Cl)cc1Cl)=N\NC(N)=S,7%,0%,-3.4,6%,-9%,-1%,x,-6%
COc1ccc(CC(=O)Nc2cc(F)ccc2F)cc1S(=O)(=O)N1CCOCC1,0%,3%,-1.2,-3%,1%,x,-6,-11%
O=C(OC1CCOC1=O)c1ccc2ccccc2n1 (stereo not given),-5%,10%,1.0,0%,-11%,3%,8,-2%
COc1ccccc1-c1sc2ccccc2c1-c1ccc(Br)nc1,-5%,23%,-0.4,11%,u,u,8,1%
CN(CCCNC(=O)c1nn(C)c2c1CS(=O)(=O)c1ccccc1-2)Cc1ccccc1,-10%,7%,-17,6%,5%,1%,-14,-3%
O=c1cc(-c2ccccc2)nc2n1Cc1ccccc1-2,-2%,-3%,-1.0,5%,1%,0%,x,-3%
COc1ccc(C(N)=O)c(OCC(=O)Nc2cc(C)on2)c1,-2%,-28%,-0.5,0%,4%,-2%,-2,-2%
O=C(CSc1nn(-c2ccc(F)cc2)c(=S)s1)NC(=O)NCc1ccco1,13%,6%,-5.8,-14%,0%,-23%,x,-17%
CN1/C(=C/c2cccc[n+]2CCO)Sc2ccccc21,-6%,-5%,-2.2,0%,11%,0%,-8,11%
O=C(CN1C(=O)c2ccccc2C1=O)NCc1ccccn1,2%,-9%,-1.2,-10%,-1%,-7%,3,-8%
COc1ccccc1NC(=O)Nc1ccc(C(=O)N2CCCCC2)cc1,-10%,-14%,0.8,-6%,-11%,0%,1,6%
CC(Sc1nnc(-c2ccco2)n1N)C(=O)NCc1ccc2c(c1)OCO2 (stereo not given),1%,7%,-0.6,3%,0%,2%,0,1%
CC1(C)CC(=O)C2=C(C1)Nc1[nH]n(-c3ccccc3)c(=O)c1C2c1ccc2c(c1)OCO2 (stereo not given),5%,-8%,1.6,-5%,-4%,-6%,x,-1%
Cc1ccc(S(=O)(=O)N2CCCCCC2)cc1[N+](=O)[O-],-8%,-7%,3.1,3%,0%,-8%,0,4%
CCN1C(=O)[C@H]2[C@@H](c3ccc(C)cc3)N3C(=O)N(c4ccccc4)C(=O)[C@@]3(C)[C@H]2C1=O,7%,-18%,0.8,8%,8%,1%,13,-17%
Cc1c(N2C(=O)/C(=C/c3cccc4ccccc34)SC2=S)c(=O)n(-c2ccccc2)n1C,17%,-4%,-8.7,6%[57.1 µM],-1%,x,x,-13%
O=C(Nc1ccccc1C(=O)N1CCOCC1)C1CCC(=O)N1C1CCCC1 (stereo not given),-2%,2%,-2.2,0%,8%,u,x,3%
CC(C)CNC(=O)Cn1c(=O)c2c(ncn2CC(C)C)n(Cc2ccccc2)c1=O,0%,-8%,0.9,-1%,2%,-1%,-2,7%
O=C(NCc1ccccc1)C1C2C=CC3(CN(Cc4cccnc4)C(=O)C13)O2 (stereo not given),-8%,-2%,-1.1,10%,5%,-2%,x,-3%
O=C(COc1ccc(Cl)cc1)Nc1ccccc1C(=O)NCc1cccnc1,-5%,0%,1.1,3%,-3%,3%,-1,0%
COc1ccc(/C=N/NC(=S)Nc2ccccc2[N+](=O)[O-])cc1O,9%,3%,1.9,-12%,9%,-1%,-2,-9%
O=C(Nc1ccc2c(c1)OCCO2)c1c[nH]c(=O)n(-c2ccc(F)c(Cl)c2)c1=O,-5%,-3%,0.7,-14%,-5%,0%,7,0%
C=CCn1c(SCC(=O)NC2CCCC2)nc2sc(C)cc2c1=O,2%,-2%,-2.0,3%,-3%,0%,1,-10%
CCOc1ccccc1C(=O)N1CCC(n2nnc3cc(C)ccc32)CC1,3%,-11%,-1.2,5%,-1%,0%,0,-3%
Cc1cccnc1NC(=O)c1ccc(S(=O)(=O)N2CCCC2)cc1,-1%,-11%,-1.1,11%,4%,x,1,-7%
CCC(=O)NC(Nc1sc2c(c1C(=O)OC)CCCC2)(C(F)(F)F)C(F)(F)F,-16%,1%,-2.1,-8%,11%,0%,x,1%
COCCNC(=O)C1CCCN(Cc2ccccc2F)CC1 (stereo not given),3%,-2%,-0.4,-4%,-13%,x,-1,-9%
CC(C)Sc1nc(N)nc2c1ncn2C1OC(CO)C(O)C1O (stereo not given),0%,4%,-0.6,1%,-9%,x,-3,1%
O=C(COc1ccc(S(=O)(=O)N2CCOCC2)cc1)Nc1cccc([N+](=O)[O-])c1,10%,4%,-0.3,2%,-5%,-1%,2,-12%
CCC(=O)Nc1cc(C(=O)NCC2CCCN2CC)c(OC)cc1N(C)C (stereo not given),-3%,2%,1.5,-2%,9%,0%,x,2%
O=C(CCC(=O)c1ccc(F)cc1)Nc1cccc(S(=O)(=O)Nc2cccc(Cl)c2)c1,5%,-23%,-0.2,-19%,-3%,5%,5,5%
COc1cc(Cn2c3ccc(NC(=S)NCc4ccc(C)cc4)cc3c(=O)n2C)ccc1F,-3%,1%,-2.1,-12%,9%,x,-18,-28%
Cc1cc(NC(=O)CSc2nnnn2C)n(-c2ccccc2)n1,-9%,3%,-0.9,-23%[57.1 µM],0%,1%,-7,-5%
COCCSc1nnc(NC(=O)C(C)(C)C)s1,3%,4%,0.9,8%,15%,-1%,0,0%
O=C(N1CCCC1)C12CC3CC(CC(C3)C1)C2,12%,3%,-1.2,-7%[57.1 µM],0%,4%,x,-7%
CCn1cc(C(C)NC(=O)Nc2ccc3c(c2)OCO3)c(C)n1 (stereo not given),7%,14%,-1.7,2%,2%,-2%,-9,-18%
O=C(O)c1cccc(S(=O)(=O)NCCC(c2ccccc2)c2ccccc2)c1,-8%,-7%,-2.4,-4%,24%,1%,2,0%
Cc1cc(S(=O)(=O)N2CCOCC2)c(C)s1,12%,-22%,-1.9,0%,5%,-1%,4,-1%
COc1ncnc2c1oc1nc(C(C)C)c3c(c12)CC(C)(C)OC3,6%,6%,0.2,-7%,-25%,0%,-1,1%
O=C(Cn1cnc2ccccc2c1=O)NCCC(=O)Nc1ccccc1C(F)(F)F,4%,-5%,-1.6,5%,4%,1%,-27,-13%
CC[C@]12c3[nH]c4cc(-c5ccco5)ccc4c3CCN1C(=O)[C@@H](CC(=O)NCCCN(C)C)C[C@@H]2C(=O)N1CCN(C(=O)c2ccco2)CC1,-11%,-10%,-2.0,0%,11%,-3%,3,-12%
COC(=O)C1=C[C@@H](C(=O)OC)[C@@H]2C3=C(C(=O)[C@@]2(C)NC(=O)c2ccccc2)[C@H](c2ccccc2)[C@@H]2C(=O)NC(=O)[C@@H]2[C@@H]3C1,-9%,-23%,-0.8,7%,-3%,x,-3,-2%
O=C(O)c1cccc2c1C(=O)N(C1CCCC1)C2,6%,-21%,-0.9,2%,13%,2%,2,-5%
O=C(c1cc(-c2ccccn2)nc2c(Cl)cccc12)N1CCN(C(=O)C2CCCO2)CC1 (stereo not given),-6%,-11%,-3.6,-16%[57.1 µM],-4%,-4%,-3,-6%
CCOC(=O)c1ccccc1NC(=O)COC(=O)c1ccc(OCC(=O)N2CCOCC2)c(OCC)c1,4%,12%,0.0,3%,-1%,x,-4,0%

# Profiles from above.
# O=C(O)c1cccc(S(=O)(=O)NCCC(c2ccccc2)c2ccccc2)c1 in the list: EPAC1 ag = -8%; EPAC1 antag = -7%; CCT chaperon mod = -2.4; WRN helicase inh = -4%; EPAC2 antagonist = 24%; MmCpn inh = 1%; PI5P4K alpha inh = 2; PLK1 PBD inh = 0%
# COCCSc1nnc(NC(=O)C(C)(C)C)s1 in the list: EPAC1 ag = 3%; EPAC1 antag = 4%; CCT chaperon mod = 0.9; WRN helicase inh = 8%; EPAC2 antagonist = 15%; MmCpn inh = -1%; PI5P4K alpha inh = 0; PLK1 PBD inh = 0%

# Next part.
SMILES,EPAC1 ag,EPAC1 antag,CCT chaperon mod,WRN helicase inh,EPAC2 antagonist,MmCpn inh,PI5P4K alpha inh,PLK1 PBD inh
O=C(Nc1ccc(S(=O)(=O)N2CCOCC2)cc1)c1ccc([N+](=O)[O-])s1,9%,-25%,1.3,-4%,0%,1%,-15,2%
O=C(NCc1ccccc1)c1ccc(OC2CSC2)cc1,1%,3%,-2.4,4%,3%,0%,x,-18%
O=C(O)CCSSCCC(=O)O,-21%,10%,-1.2,3%,-5%,-3%,-2,-7%
Cc1nc(C)c(C(=O)N/N=C/c2ccco2)s1,-7%,-9%,1.3,8%,30%[activator],-1%,4,-7%
CCOc1ccccc1N=C1SCC(C)N1C(=O)C1CCN(c2ncnc3sc(C)c(C)c23)CC1 (stereo not given),11%,-12%,0.5,5%,4%,x,0,0%
Cc1ccc(S(=O)(=O)N2CCCC(C(=O)NCCC(C)C)C2)cc1 (stereo not given),-10%,-4%,-4.7,-8%,12%,-2%,10,-5%
Cc1cccc(C(=O)N2CCCC(Nc3ccc(C)c(C)c3)C2)n1 (stereo not given),7%,14%,0.9,-3%,1%,1%,9,-4%
Cc1nn(CC(=O)Nc2cccnc2)c(=O)c2ccccc12,7%,27%,-1.9,5%,-16%,-3%,-1,-11%
CC1=NN(C(=O)c2cc(C)nn2C)C(O)(C(F)(F)F)C1 (stereo not given),-3%,0%,-1.2,4%,7%,0%,0,0%
COc1ccc(S(N)(=O)=O)cc1C(=O)NCCCN1CCN(c2cccc(Cl)c2)CC1,0%,7%,0.6,9%,10%,-2%,1,-3%
Cn1c(=O)cc(SCC(=O)NCCC2=CCCCC2)c2ccccc21,-3%,0%,-3.0,0%,5%,1%,-5,-7%
Cc1cccc(C(=O)N2CCC(c3nc(-c4ccc(S(=O)(=O)N5CCOCC5)cc4)no3)CC2)c1,0%,-6%,-2.8,-4%,2%,0%,x,-13%
